Bioassay records (PubChem)
TDP2 inh: TDP2 (human) inhibition, absorbance primary screen. inhibition, % at 12.8 µM. O95551. recombinant TDP2, T5PNP hydrolysis, p-nitrophenol absorbance 415 nm. AID 720702. 370,000 compounds, 0.34% hits;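 active = inhibition above the mean of all tested compounds plus 3 SD, set per campaign, cut at about 25% in these data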;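 also: 0% = DMSO with enzyme and 100% = buffer with substrate but no TDP2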
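System – recombinant human TDP2 · Amount – 120 nM TDP2 per well · Buffer or medium – Mg2+-containing Tris-HCl buffer, pH 7.5 · Reagent – T5PNP substrate, 5 mM · Dosing – 12.8 µM single point, 1% DMSO · Incubation – 2 h at 37 °C · Measured by – epi absorbance · Read-out basis – percent inhibition · Benchmarks – high control without enzyme, low control DMSO plus TDP2 · Repeats – singlicate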
rCAG binder: molecules binding r(CAG) RNA repeats; 370,000 compounds, 1.3% hits; inhibition, % at 3 µM; r(CAG) RNA repeat, TO-PRO-1 dye displacement fluorescence; AID 651821;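 active = inhibition above the plate cutoff, the mean of all test compounds on that plate plus 3 SD, cut at about 35% in these data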;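 also: 0% = DMSO alone and 100% = 100 µM mitoxantrone as full dye displacement; higher means more dye released from RNA so lower well fluorescence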
LEDGF integ inh: blocks HIV-1 LEDGF/p75-dependent DNA integration; AID 743269; inhibition, % at 3.7 µM; TR-FRET IN-LEDGF/p75 DNA integration, Eu/Cy5; 370,000 compounds, 0.64% hits;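 active = inhibition above the screen-wide mean plus 3 SD, cut at about 13% in these data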;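 also: signal is the Cy5 over europium emission ratio at 671 and 618 nm; 0% = plate median of compound wells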
PG9 Ab binder: small molecules binding HIV-1 gp120 antibody PG9 | TR-FRET gp120-PG9 antibody binding | inhibition, % at 6.7 µM | 360,000 compounds, 0.43% hits; in the data active = inhibition above about 8.5%
HTRA1 inh: HTRA1 (human) protease inhibition; inhibition, % at 5.96 µM; AID 504803; Q92743; recombinant HTRA1, FP-rhodamine activity-based probe, fluorescence polarization; 340,000 compounds, 0.5% hits; in the data active = inhibition above about 36%;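 also: 0% = enzyme with DMSO and 100% = wells lacking enzyme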
Target sequence (Q92743 whole entry, looked up): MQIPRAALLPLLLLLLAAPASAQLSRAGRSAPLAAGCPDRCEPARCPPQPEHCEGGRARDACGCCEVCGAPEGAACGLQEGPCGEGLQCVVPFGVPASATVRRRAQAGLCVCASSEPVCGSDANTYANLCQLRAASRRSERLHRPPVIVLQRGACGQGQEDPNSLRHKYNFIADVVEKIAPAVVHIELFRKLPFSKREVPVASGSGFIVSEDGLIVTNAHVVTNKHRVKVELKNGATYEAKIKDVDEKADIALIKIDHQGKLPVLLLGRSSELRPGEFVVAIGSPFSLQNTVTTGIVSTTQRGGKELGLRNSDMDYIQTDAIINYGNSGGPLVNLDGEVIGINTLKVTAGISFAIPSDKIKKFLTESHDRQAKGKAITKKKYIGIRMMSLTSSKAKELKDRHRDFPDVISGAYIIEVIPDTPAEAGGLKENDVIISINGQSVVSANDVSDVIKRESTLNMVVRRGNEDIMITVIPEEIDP
PRMT1 FP inh: blocks human protein arginine methyltransferase 1. Q99873. recombinant PRMT1, activity-based probe fluorescence polarization. inhibition, % at 2.79 µM. 370,000 compounds, 1.3% hits. AID 652257;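 active = inhibition above about 21% made by adding two undisclosed values, limit read from the data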
SIAE primary: inhibitors of human sialic acid acetylesterase SIAE; Q9HAT2; SIAE FP-Rh probe binding, fluorescence polarization; inhibition, % at 9.66 µM; 370,000 compounds, 0.69% hits;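 active = inhibition above a cutoff: mean of compounds within the control limits plus 3 SD of those, cut at about 17% in these data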;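 also: 0% = plate median of compound wells and 100% = probe without SIAE protein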
Target sequence (Q9HAT2 whole entry, looked up): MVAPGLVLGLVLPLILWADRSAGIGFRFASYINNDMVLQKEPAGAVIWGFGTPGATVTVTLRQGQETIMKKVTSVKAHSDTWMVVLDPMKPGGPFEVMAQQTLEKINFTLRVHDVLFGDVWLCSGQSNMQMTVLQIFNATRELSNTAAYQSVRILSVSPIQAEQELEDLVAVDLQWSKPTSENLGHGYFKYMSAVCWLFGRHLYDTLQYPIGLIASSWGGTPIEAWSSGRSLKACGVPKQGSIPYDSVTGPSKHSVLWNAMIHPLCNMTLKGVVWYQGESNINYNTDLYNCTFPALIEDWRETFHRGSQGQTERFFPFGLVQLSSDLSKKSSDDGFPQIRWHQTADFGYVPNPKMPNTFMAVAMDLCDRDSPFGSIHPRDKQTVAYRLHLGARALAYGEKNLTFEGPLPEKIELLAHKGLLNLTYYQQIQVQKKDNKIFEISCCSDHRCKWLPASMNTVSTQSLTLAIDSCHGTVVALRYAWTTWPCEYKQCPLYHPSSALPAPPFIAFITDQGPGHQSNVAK
TCR-CD3 inh: inhibitors of human TCR-CD3 interaction | 360,000 compounds, 0.37% hits | TAMRA-labeled TCR probe fluorescence, biochemical | inhibition, % at 9.4 µM; in the data active = inhibition above about 19%;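 also: recombinant mutant TCR 2C K166C tagged with TAMRA read by polarization; 0% = receptor in buffer alone and 100% = receptor with positive control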
Rev-erbA mod: modulators of human Rev-erb alpha DNA binding | P20393 | Rev-erbα–FITC-DNA binding, fluorescence polarization, 90 min | activity, % at 10 µM | 370,000 compounds, 0.79% hits | AID 1259318;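 active = activity above about 14%, limit read from the data; passing the limit was not always enough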;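 also: 0% = DMSO wells with 35 nM protein and 100% = DMSO wells with 750 nM protein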
ABHD4 inh: ABHD4 (mouse) inhibition, primary FP screen; Q8VD66; purified mABHD4, FP-Rh probe fluorescence polarization; inhibition, % at 8.92 µM; 370,000 compounds, 0.54% hits; AID 720543;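 active = inhibition exceeding the mean over every tested compound plus 3 SD, cut at about 30% in these data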;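 also: 0% = plate median of compound wells and 100% = S159A mutant with DMSO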
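Test system: mouse ABHD4 enzyme, wild type. Reagent: FP-Rh fluorescent activity-based probe, added after compound pre-incubation. Timing: pre-incubation 45 min, probe exposure 60 min, at 25 °C. Technique: FP readout, ex 525 nm / em 598 nm. Benchmarks: high control S159A mutant with DMSO, low control median of compound wells.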
An asterisk follows results filed as active; · = no result given.

SMILES	TDP2 inh	rCAG binder	LEDGF integ inh	PG9 Ab binder	HTRA1 inh	PRMT1 FP inh	SIAE primary	TCR-CD3 inh	Rev-erbA mod	ABHD4 inh
O=C(COC(=O)/C=C/c1ccc(Cl)cc1Cl)NCC1CCCO1 (stereo unspecified)	3	-2	6	-2.5	-3	-4	7	2	-2	1
COc1ccc(CCNC(=O)C2CCCN(c3nc4ccccc4s3)C2)cc1OC (stereo unspecified)	6	-5	2	-2.9	0	-1	4	5	3	-2
O=C1c2ccccc2/C(=C\c2ccc3[nH]ccc3c2)N1c1ccccc1	-14	9	1	-2.9	-48	0	-6	5	1	-8
CN(Cc1ccccc1)C(=O)COC(=O)c1ccc2c(c1)OCO2	2	-2	-6	0.6	1	-2	0	-2	2	1
C(=Nn1cnnc1)c1ccc2c(c1)CCC2	-4	3	1	-2.9	6	0	-1	6	4	0
O=C(O)c1ccc(-c2nc3scc(-c4ccccc4)c3c(=O)[nH]2)cc1	-10	8	0	0.5	4	3	1	3	-5	-3
Cc1cccc(C(=O)Nc2cc(Cl)ccc2-n2cncn2)c1[N+](=O)[O-]	7	4	-3	1.2	-18	4	-2	1	3	2
O=C1C(Cc2ccc(F)cc2)SC(=Nc2ccccc2)N1c1ccccc1 (stereo unspecified)	4	-6	-1	-2.6	0	-2	4	5	5	-2
Cc1cccc(N2CCN(C(=O)C3CCN(c4ncnc5c4nc4n5CCCCC4)CC3)CC2C)c1 (stereo unspecified)	-18	-5	1	-0.5	7	-4	0	-4	2	-4
COc1ccc(NC(=O)c2ccc(-n3nc(C)cc3C)cc2)cc1OC	-5	-4	0	0.4	-2	1	1	-10	-2	-2
CC(C)C[C@@H](CNCC(=O)[C@H](Cc1ccccc1)NC(=O)c1[nH]cnc1C(=O)N[C@@H](C)CN)NC(=O)c1nc[nH]c1C(=O)N[C@@H](C)C(=O)O	2	1	-3	0.6	5	5	-5	-7	-1	1
CC(=O)O[C@@H]1[C@H]2[C@@H](C[C@@H](C)[C@@H]3CCC(=O)[C@@]13C)OC(=O)[C@@H]2C	12	-2	0	0.6	2	1	5	0	3	7
CC1CCCCN1S(=O)(=O)c1ccc(C(=O)N2CCOCC2)cc1 (stereo unspecified)	10	1	-2	-1.9	2	-3	3	6	-6	0
CC1=C(C(=O)N2CCOCC2)CC(CC(=O)NCc2cccs2)C(=O)N1CCCN1CCCC1=O (stereo unspecified)	-7	1	-3	-0.6	·	4	-1	1	2	-4
CN(C(=O)c1ccc(=O)[nH]c1)C1(C(=O)NC2CCCCC2)CCCCC1	0	-5	1	0.0	-3	1	3	-9	3	12
CCN(CC)S(=O)(=O)c1ccc(N2CCOCC2)c(NC(=O)c2cc(C)cc(C)c2)c1	0	-1	1	-1.0	-24	0	7	2	-5	13
COc1ccc(-c2nc3ccc(C)cn3c2Cc2ccc(C)cc2)cc1OC	7	5	-3	0.3	·	0	3	0	6	-5
O=C(CNC(=O)c1ccc(N2C(=O)c3ccccc3C2=O)cc1)OCC(=O)c1cccc2ccccc12	-1	1	-3	1.4	1	3	-3	-8	0	8
O=C(NC(=S)Nc1ccc(Cl)cc1)c1cncc(Br)c1	-5	-2	-5	-0.3	7	4	2	-2	-5	9
CCOc1ccc(OCCC(=O)OCC(=O)Nc2ccc(C)c(S(=O)(=O)N3CCCCC3)c2)cc1	-9	4	-2	0.6	-19	1	-34	-4	12	5
CCN(CC)c1ccc(C=C2C(=O)OC3(CCCCC3)OC2=O)cc1	3	-4	-4	1.2	-47	5	-130	-54	6	-58
Cc1cc(N2CCCC2)ccc1NC(=O)COc1cccc(C(F)(F)F)c1	-22	-4	3	-1.7	6	1	6	5	-1	17
CCc1cc(=O)oc2cc(C)c(CN3CCCCC3)c(O)c12	9	22	13	1.6	-5	5	-8	7	-8	16
CC(C)N1CCN(Cc2ccc(Sc3nncn3C)o2)CC1CCO (stereo unspecified)	4	-1	-1	0.8	4	1	15	1	4	3
CCN(CC)C(=O)CSc1nc2sc(C)c(C)c2c(=O)[nH]1	8	-1	3	-0.6	-1	3	-3	-10	-3	-3
COC1CCN(C(=O)c2ccc(OC3CCN(CCc4ccccc4)CC3)cc2)CC1	7	-14	1	-0.1	-2	1	2	2	-1	3
Cn1c(=O)oc2cc(S(=O)(=O)NCCc3ccccc3)ccc21	2	-1	0	0.8	3	3	0	-3	-4	1
O=C1CC2(CCN(C(=O)c3c(F)cccc3Cl)CC2)Oc2ccccc21	15	-4	1	1.2	0	3	-10	6	5	3
C=CCN(C(=O)[C@@H](C1CC1)[C@@H](O)c1ccc(Cl)cc1)c1ccccc1	-1	-1	0	·	·	0	1	·	0	-5
COc1cccc(C2=CC(=O)C(C(C)(C)C)N2C(C)(C)C)c1 (stereo unspecified)	-1	-3	-1	-0.8	-10	-1	1	3	0	2

Sorted by value in LEDGF integ inh (lowest first): 3 from the list above
SMILES,LEDGF integ inh
CCOc1ccc(OCCC(=O)OCC(=O)Nc2ccc(C)c(S(=O)(=O)N3CCCCC3)c2)cc1,-2
O=C1CC2(CCN(C(=O)c3c(F)cccc3Cl)CC2)Oc2ccccc21,1
CCN(CC)C(=O)CSc1nc2sc(C)c(C)c2c(=O)[nH]1,3

(listing goes on)
SMILES	TDP2 inh	rCAG binder	LEDGF integ inh	PG9 Ab binder	HTRA1 inh	PRMT1 FP inh	SIAE primary	TCR-CD3 inh	Rev-erbA mod	ABHD4 inh
CCCN(c1ccccc1F)S(=O)(=O)c1c[nH]c(C(=O)OC)c1	-15	0	-2	-0.6	1	3	3	3	4	-10
COc1cc(OC)c2c3c(c(C4CCCCC4)nc2c1)CCCC3	-3	4	-6	-0.8	-4	-1	-2	3	2	-2
Fc1ccc(NC(=S)N2CCCCC2)cc1	9	0	-3	0.2	-1	-2	0	-5	2	2
COc1ccc(Br)cc1CN(C)C(C)C(=O)Nc1cc([N+](=O)[O-])ccc1OC (stereo unspecified)	-12	0	-3	1.2	-3	2	-11	-7	-2	-19
Cc1ccc(-c2nnn(CC(=O)N(CC(=O)NC3CCCCC3)c3cccc(F)c3)n2)o1	-7	-3	0	0.0	-31	-2	2	2	0	-2
CC[N+](C)(C)CCN(Cc1ccc(Cl)cc1)c1ccccn1	1	-3	-2	-1.7	0	-4	-4	4	-2	3
Cc1ccc(-n2c(SCC(=O)NCC3CCCO3)nc3c(c2=O)SCC3)cc1 (stereo unspecified)	0	-2	-3	-0.9	2	4	1	-2	3	0
CC(=O)NN1C(=O)/C(=C\c2ccc(Cl)cc2)SC1=S	-4	3	0	-2.1	5	5	2	5	-6	9
N#CC1=C(N)SC(N)=C(C#N)C1C1C=CCCC1 (stereo unspecified)	-8	0	-4	-0.6	0	36*	4	-2	4	11
Cc1cccn2c(=O)c(C=O)c(N3CCN(c4ccc(F)cc4)CC3)nc12	3	0	0	-0.8	-1	0	11	2	8	3
Cn1cc(C(=O)C(=O)N2CCCC2)c2ccccc21	-1	0	3	-3.5	9	-2	-4	5	-1	-2
O=C(NCc1ccc(Cl)cc1)c1ccc(S(=O)(=O)N2CCCCC2)cc1	-6	4	3	0.5	6	2	-1	-8	4	-8
COc1ccc(S(=O)(=O)N2CCCC(C(=O)NCc3ccc4c(c3)OCO4)C2)cc1 (stereo unspecified)	3	-3	-1	0.5	4	2	2	-1	-2	1
C[C@H](CO)N1C[C@H](C)[C@@H](CN(C)S(=O)(=O)c2ccccc2)Oc2c(NC(=O)Nc3ccc4c(c3)OCO4)cccc2C1=O	-4	5	1	-1.1	-9	-2	2	3	1	0
CC(C)(C)C(=O)Nc1cccc(-c2nnc(-c3cccc(NC(=O)C(C)(C)C)c3)o2)c1	-1	3	-4	2.3	-2	1	-1	9	4	-1

Some values from above:
For LEDGF integ inh, `Fc1ccc(NC(=S)N2CCCCC2)cc1` has -3
For Rev-erbA mod, `COc1ccc(Br)cc1CN(C)C(C)C(=O)Nc1cc([N+](=O)[O-])ccc1OC` (stereo unspecified) has -2
For SIAE primary, `CC(=O)NN1C(=O)/C(=C\c2ccc(Cl)cc2)SC1=S` has 2

(continued)
SMILES	TDP2 inh	rCAG binder	LEDGF integ inh	PG9 Ab binder	HTRA1 inh	PRMT1 FP inh	SIAE primary	TCR-CD3 inh	Rev-erbA mod	ABHD4 inh
CC1CCCCN1C(=S)NCc1ccccc1 (stereo unspecified)	-4	0	3	-1.1	0	1	4	9	-1	-2
Cc1cccc(C)c1NC(=O)C1(NC(=O)C2CCC(=O)N2)CCCCC1 (stereo unspecified)	6	-1	-3	0.1	3	2	-1	0	-2	3
Cc1ccc(NC(=S)NCc2ccc(Cl)cc2)c(OC(F)F)c1	-10	-3	0	1.1	-27	-1	-3	-1	3	-17
COc1ccc2c(c1)CCc1c(C(=O)Nc3ccn(Cc4ccc(C)cc4)n3)noc1-2	-18	-2	-7	-0.1	2	1	-8	-3	9	-15
O=C(NC(=S)N1CCN(c2ccc([N+](=O)[O-])cc2)CC1)c1ccccc1F	2	2	1	0.4	-1	1	2	3	-1	5
CCCCCCn1nc(C(=O)Nc2nc3c(s2)CCCC3)c2ccccc2c1=O	5	3	-2	-1.0	-5	0	-9	-7	-2	4
COC(=O)c1ccc(Cn2cnc3c(sc4nc(N5CCOCC5)c5c(c43)CCCC5)c2=O)o1	-3	11	3	-1.0	-59	-1	-14	7	-4	-22
COC(=O)C1CN(Cc2ccc(C)cc2)CCS(=O)(=O)N1Cc1cn(Cc2ccc(Cl)cc2)nn1 (stereo unspecified)	7	3	2	·	·	-4	-2	·	-3	0
COc1ccccc1CN(Cc1nc2ccccc2c(=O)[nH]1)C(=O)Nc1ccc(C)cc1	7	-2	-1	-1.4	-24	-2	-3	8	0	1

A stretch from the list above, for reference:
SMILES	TDP2 inh	rCAG binder	LEDGF integ inh	PG9 Ab binder	HTRA1 inh	PRMT1 FP inh	SIAE primary	TCR-CD3 inh	Rev-erbA mod	ABHD4 inh
CC1CCCCN1C(=S)NCc1ccccc1 (stereo unspecified)	-4	0	3	-1.1	0	1	4	9	-1	-2
Cc1cccc(C)c1NC(=O)C1(NC(=O)C2CCC(=O)N2)CCCCC1 (stereo unspecified)	6	-1	-3	0.1	3	2	-1	0	-2	3
Cc1ccc(NC(=S)NCc2ccc(Cl)cc2)c(OC(F)F)c1	-10	-3	0	1.1	-27	-1	-3	-1	3	-17
COc1ccc2c(c1)CCc1c(C(=O)Nc3ccn(Cc4ccc(C)cc4)n3)noc1-2	-18	-2	-7	-0.1	2	1	-8	-3	9	-15
O=C(NC(=S)N1CCN(c2ccc([N+](=O)[O-])cc2)CC1)c1ccccc1F	2	2	1	0.4	-1	1	2	3	-1	5

An excerpt, so the mix of outcomes need not match the whole.
